FBW7 activator: activators of human E3 ligase FBW7; AID 1259310; Q969H0; hit rate 0.13% among 650,000; normalized activity (activation), % at 26.1 µM; AlphaScreen FBW7–phospho-cyclin E peptide binding, activator screen; in the data active means normalized activity above about 1.9%;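 further: purified mutant Fbw7 with reduced substrate affinity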
TEAD-YAP inh: TEAD-YAP interaction inhibition; hit rate 1.4% among 640,000; HEK-TIYL cells, TEAD-Gal4/YAP UAS-luciferase luminescence; AID 1259422; inhibition, % at 9.12 µM; in the data active means inhibition above about 32%;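 further: 0% = median of test compound wells and 100% = reference inhibitor wells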
GPR151 activ: human GPR151 activation; Q8TDV0; PathHunter beta-arrestin GPR151 cells, luminescence; activation, % at 11.2 µM; hit rate 1% among 650,000; AID 1508602; in the data active means activation above about 4.9%;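 further: 0% = median of compound wells and 100% = cells with positive control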
Target sequence (Q8TDV0 whole entry, looked up): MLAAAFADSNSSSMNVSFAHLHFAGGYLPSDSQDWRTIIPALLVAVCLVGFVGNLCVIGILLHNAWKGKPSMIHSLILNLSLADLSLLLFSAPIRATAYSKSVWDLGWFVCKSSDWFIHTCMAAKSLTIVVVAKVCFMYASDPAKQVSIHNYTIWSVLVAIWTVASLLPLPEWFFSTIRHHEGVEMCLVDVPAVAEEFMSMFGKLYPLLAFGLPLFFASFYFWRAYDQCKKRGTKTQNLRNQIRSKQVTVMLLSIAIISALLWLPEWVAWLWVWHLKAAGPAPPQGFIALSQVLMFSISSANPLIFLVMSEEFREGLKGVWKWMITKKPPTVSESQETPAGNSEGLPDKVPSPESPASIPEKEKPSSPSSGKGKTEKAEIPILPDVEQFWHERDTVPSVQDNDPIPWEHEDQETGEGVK
MITF inh: inhibitors of human MITF; O75030; AlphaScreen MITF homodimerization, bead proximity signal; inhibition, % at 2.6 µM; hit rate 0.91% among 650,000; in the data active means inhibition above about 50%;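 further: 0% = vehicle wells with protein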
Target sequence (O75030 whole entry, looked up): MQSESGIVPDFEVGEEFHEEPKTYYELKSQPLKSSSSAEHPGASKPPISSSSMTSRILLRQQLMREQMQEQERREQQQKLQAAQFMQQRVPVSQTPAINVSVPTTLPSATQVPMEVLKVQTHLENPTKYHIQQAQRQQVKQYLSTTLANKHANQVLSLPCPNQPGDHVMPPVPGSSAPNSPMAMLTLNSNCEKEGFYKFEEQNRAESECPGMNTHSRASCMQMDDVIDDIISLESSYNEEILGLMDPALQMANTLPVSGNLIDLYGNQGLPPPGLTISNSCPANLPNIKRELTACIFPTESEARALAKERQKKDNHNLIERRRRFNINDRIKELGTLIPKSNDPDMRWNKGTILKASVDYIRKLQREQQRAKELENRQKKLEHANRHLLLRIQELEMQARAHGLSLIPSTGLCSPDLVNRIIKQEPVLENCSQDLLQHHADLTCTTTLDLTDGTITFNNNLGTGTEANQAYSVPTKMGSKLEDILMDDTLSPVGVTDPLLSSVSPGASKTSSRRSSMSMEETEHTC
Numbers without * were called inactive; . = not tested or not shown.

Letter code: A = FBW7 activator; B = TEAD-YAP inh; C = GPR151 activ; D = MITF inh
(1) CCCC(c1nnnn1C(C)(C)C)N(CCCO)Cc1cc2cccc(C)c2[nH]c1=O (stereo not given)
  A: 0.5; B: 6.8; C: 1.2; D: 4.5

(2) Cc1ccc(-c2csc(-c3cc4c(ccc5ccccc54)oc3=O)n2)cc1
  A: 0.0; B: 2.0; C: 1.1; D: -3.8

(3) CCCCCOC(=O)c1ccc(NC2=NS(=O)(=O)c3ccccc32)cc1
  A: 0.3; B: 3.3; C: -0.7; D: 1.7

(4) Cc1cccc(NC(=O)Cn2c(=O)c3ccccc3n(C)c2=O)n1
  A: -0.1; B: -9.1; C: 1.0; D: 4.8

(5) CN(C)c1ccc(NC(=O)CSc2ncccc2-c2nc3ccccc3[nH]2)cc1
  A: -0.1; B: 4.5; C: -0.2; D: -3.0

(6) COc1cc(-c2nc3n(n2)C(c2ccccc2)C2=C(CCCC2=O)N3)cc(OC)c1OC (stereo not given)
  A: 0.0; B: 1.6; C: 3.1; D: 11.5

(7) CCOCCCNC(=O)c1cccc(Cl)c1
  A: -0.1; B: -48.9; C: 2.3; D: 5.5

(8) CCOC(=O)c1c(-c2ccccc2)oc2ccc(OCC(=O)C(C)(C)C)cc12
  A: 0.0; B: 12.1; C: 0.2; D: -12.4

(9) CC(NC(=O)C(C)(C)C)C(c1cccs1)N1CCOCC1 (stereo not given)
  A: 0.0; B: -5.4; C: 0.7; D: 10.2

(10) Fc1ccc(C2CC(c3ccccc3OC(F)F)Nc3ncnn32)cc1 (stereo not given)
  A: -0.1; B: 4.2; C: 0.2; D: 10.3

(11) CC(=O)Nc1cccc(NC(=O)c2cc(Cl)ccc2Cl)c1
  A: 0.2; B: -10.6; C: -1.6; D: -6.7

(12) CCC(=O)Nc1nnc(SCC(=O)NC2CCCC2)s1
  A: -0.2; B: 2.7; C: 0.8; D: 2.3

(13) CN(C)S(=O)(=O)c1ccc2c(c1)C(=NO)c1cc(S(=O)(=O)N(C)C)ccc1-2
  A: -0.1; B: 1.1; C: 0.4; D: -5.4

(14) CCOC(=O)c1[nH]c2ccccc2c1C=O
  A: 0.1; B: -0.4; C: -0.3; D: 7.9

(15) Cc1ccc(-c2nc3cc(NC(=O)c4ccco4)ccc3o2)cc1
  A: 0.0; B: -36.4; C: 1.2; D: 10.4

(16) O=C1NC(=S)N/C1=C/c1ccc(-c2ccccc2C(=O)O)o1
  A: 0.0; B: 0.0; C: 1.5; D: 8.3

(17) COc1cc2nc(N3CCN(C)CC3)nc(NNC(N)=O)c2cc1OC
  A: 0.3; B: 12.5; C: 0.5; D: 14.1

(18) CCCCOC(=O)Nc1ccc([N+](=O)[O-])cc1C
  A: -0.1; B: -1.8; C: 2.7; D: 12.0

(19) CC[C@H](C)[C@H](NC(N)=O)C(=O)Nc1ccc(-c2ccccc2)cc1
  A: -0.1; B: -6.6; C: -0.9; D: 0.2

(20) CCOc1ccc(S(=O)(=O)N(CC(=O)Nc2ccc(CC#N)cc2)c2ccccc2)cc1
  A: -0.1; B: -23.9; C: 0.2; D: 4.7

(21) COc1ccc(CCNC(=O)CSc2cn(Cc3ccc(Cl)cc3)c3ccccc23)cc1OC
  A: .; B: .; C: -1.5; D: -1.5

(22) CC(=O)c1cccc(NC(=O)COC(=O)c2cc(C(F)(F)F)cc(C(F)(F)F)c2)c1
  A: -0.1; B: 9.1; C: 0.2; D: 7.4

(23) Cc1ccc(C2C(C#N)=C(N)SC(N)=C2C#N)cc1
  A: -0.2; B: 0.7; C: -0.3; D: -2.0

(24) COc1cn2c(cc1=O)C(=O)N(CCNC(=O)c1cccc(F)c1)CC2
  A: -0.3; B: 0.7; C: 0.6; D: -1.1

(25) NC(=O)CSc1nnc(-c2ccc(Br)cc2)n1C1CCCCC1
  A: 0.1; B: -5.1; C: 2.6; D: 10.9

(26) NC(=O)c1ccc[n+](CC(=O)NCc2ccco2)c1
  A: 0.6; B: 0.1; C: -1.1; D: 13.2

(27) O=C(O)CCNCc1ccc(Cl)cc1
  A: -0.1; B: -7.0; C: -0.2; D: -12.7

(28) CCOc1ccc(N(CC(=O)NC)S(C)(=O)=O)cc1
  A: -0.2; B: -8.9; C: -0.2; D: -8.7

(29) CCc1ccccc1NC(=O)CN(C)S(=O)(=O)c1c(C)cc(C)cc1C
  A: 0.3; B: -4.2; C: 0.0; D: 9.6

(30) Cc1csnc1NC(=O)c1c(N)nc2c(c1C(F)(F)F)OC1=C(CCC1)O2
  A: -0.1; B: 96.2*; C: 0.6; D: 6.2

(31) COc1ccc(N2C(=O)c3ccccc3NC2c2ccccc2)cc1 (stereo not given)
  A: 0.0; B: -34.6; C: 0.1; D: 1.3

(32) CCCNC(=O)c1nn2c(C(F)(F)F)cc(-c3cccs3)nc2c1Br
  A: 0.0; B: -0.7; C: -0.1; D: -6.4

(33) CCCNc1nc(-c2ccccc2)nc2c1ncn2C1CCCCC1
  A: -0.2; B: -6.2; C: -0.3; D: 8.7

(34) Cc1ccc(N2C(=O)C3CCCCC3C2=O)cc1[N+](=O)[O-] (stereo not given)
  A: 0.0; B: 8.5; C: -0.1; D: -4.8

(35) CC(CO)NC(=O)/C(=C/c1ccc[nH]1)NC(=O)c1ccccc1 (stereo not given)
  A: -0.3; B: -1.6; C: 1.0; D: 10.0

(36) O=C(NCCCSC1CCCCC1)c1cccc(N2CCCC2=O)c1
  A: 0.9; B: -3.6; C: -0.5; D: 3.1

(37) CN(c1ccccc1)c1ccc(CN2CCC(=O)N(Cc3ccncc3)CC2)cc1
  A: -0.2; B: -2.8; C: -0.4; D: -1.6

(38) CCCCC1CCC(C(=O)Nc2c(C)n(C)n(-c3ccccc3)c2=O)CC1 (stereo not given)
  A: -0.1; B: -9.7; C: 2.0; D: -3.9

(39) COc1cccc(C2C3=C(CCCC3=O)Nc3ncnn32)c1OC (stereo not given)
  A: 0.1; B: -3.3; C: -1.9; D: 0.5

(40) COc1cc(C(=O)Oc2ccc(C=O)cc2)cc(OC)c1OC
  A: -0.1; B: -13.2; C: 2.0; D: -10.5

(41) CCOC(=O)C(C)(C)Sc1nnc(COc2ccc([N+](=O)[O-])cc2)n1C
  A: 0.0; B: -5.1; C: -0.1; D: 2.7

(42) COc1ccc(Nc2nc(-c3cc4cc(Br)ccc4oc3=O)cs2)cc1OC
  A: 0.2; B: -1.6; C: 2.9; D: 14.1

(43) NC(=O)Cn1nc2sc3ccccc3n2c(=O)c1=O
  A: 0.1; B: -7.2; C: -0.5; D: -11.0

(44) COc1cc2c(cc1OC)C(c1ccccc1OC)NCC2 (stereo not given)
  A: 0.0; B: 2.8; C: 2.4; D: 27.7

(45) CCCCOc1ccc(C(=O)N/C(=C/c2ccc(Cl)cc2)C(=O)NCCO)cc1
  A: 0.0; B: 8.3; C: -0.1; D: 2.9

Shown with tabs: entries from further up.
item	Compound	FBW7 activator	TEAD-YAP inh	GPR151 activ	MITF inh
36	O=C(NCCCSC1CCCCC1)c1cccc(N2CCCC2=O)c1	0.9	-3.6	-0.5	3.1
38	CCCCC1CCC(C(=O)Nc2c(C)n(C)n(-c3ccccc3)c2=O)CC1 (stereo not given)	-0.1	-9.7	2.0	-3.9
32	CCCNC(=O)c1nn2c(C(F)(F)F)cc(-c3cccs3)nc2c1Br	0.0	-0.7	-0.1	-6.4
34	Cc1ccc(N2C(=O)C3CCCCC3C2=O)cc1[N+](=O)[O-] (stereo not given)	0.0	8.5	-0.1	-4.8
35	CC(CO)NC(=O)/C(=C/c1ccc[nH]1)NC(=O)c1ccccc1 (stereo not given)	-0.3	-1.6	1.0	10.0
41	CCOC(=O)C(C)(C)Sc1nnc(COc2ccc([N+](=O)[O-])cc2)n1C	0.0	-5.1	-0.1	2.7
43	NC(=O)Cn1nc2sc3ccccc3n2c(=O)c1=O	0.1	-7.2	-0.5	-11.0

The listing continues.
Letter code: A = FBW7 activator; B = TEAD-YAP inh; C = GPR151 activ; D = MITF inh
(46) CC(=O)C(CCCCOc1ccccc1C)C(C)=O
  A: 0.2; B: 7.3; C: 0.0; D: 3.4

(47) COc1ccc(CN(CC(=O)NC(C)C)C(=O)CCC(=O)Nc2ccccn2)cc1
  A: 0.0; B: 2.2; C: -1.1; D: 11.3

(48) CCOC(=O)C1=C(C(F)(F)F)Nc2nnnn2C1c1ccc(Cl)cc1 (stereo not given)
  A: 0.0; B: -2.8; C: -1.7; D: 14.6

(49) CCOc1cc([N+](=O)[O-])cc(CNc2ccc(N3CCOCC3)cc2)c1O
  A: 0.0; B: 15.3; C: 0.1; D: 12.7

(50) CCCCCCCC[C@H](O)/C=C/C=C/C=C\[C@@H](O)CCCC(=O)O
  A: .; B: .; C: -1.8; D: -6.7

(51) O=C(O)C1=C(OCc2ccccc2)C(=O)NCC1
  A: 0.0; B: -3.5; C: 0.9; D: -2.8

(52) O=C(CNc1cccc(Cl)c1)N/N=C/c1cccnc1
  A: 0.0; B: 4.2; C: -0.6; D: 9.9

(53) COc1ccccc1N(CC(=O)NC1CC1)S(=O)(=O)c1ccc(C)cc1
  A: 0.1; B: -8.5; C: -0.8; D: 9.8

(54) CC(C)[C@H](NC(=O)c1ccc([N+](=O)[O-])cc1Cl)C(=O)O
  A: 0.0; B: -1.4; C: 0.4; D: -9.5

(55) Cn1c(N2CCCCC2)nc2c1c(=O)n(Cc1ccccc1)c(=O)n2C
  A: 0.2; B: -2.9; C: 0.6; D: 22.5

(56) O=c1c2sccc2nc(SCc2csc3ccc(Cl)cc23)n1CCc1ccccc1
  A: 0.2; B: 0.7; C: 0.7; D: -8.5

(57) CC(C)NC(=O)c1ccc([N+](=O)[O-])cc1
  A: 0.6; B: 7.5; C: -0.3; D: 6.5

(58) O=C(CCS(=O)(=O)c1cccs1)Nc1ccc(F)cc1
  A: 0.0; B: -62.3; C: -0.2; D: -6.1

(59) C=CCSc1nnc2nc3c(nn12)c1cc(C)ccc1n3CC=C
  A: 0.0; B: -2.0; C: -0.2; D: 4.6

(60) Cc1ccc(NC(=O)C2C3C=CC4(O3)C2C(=O)N(CCCN2CCOCC2)C4C(=O)NC2CCCC(C)C2C)cc1Cl (stereo not given)
  A: 0.3; B: 8.8; C: -1.5; D: 12.1

(61) CN1C(C(=O)N2CCC(C(N)=O)CC2)=CC(c2ccc(F)cc2)=NS1(=O)=O
  A: 0.5; B: 2.2; C: -1.3; D: 13.2

(62) O=C(Nc1ccc(Cl)c(Cl)c1)c1ccc(F)c(S(=O)(=O)NCC2CCCO2)c1 (stereo not given)
  A: 0.1; B: 27.1; C: 3.2; D: 0.8

(63) CCOc1ccc(Br)cc1/C=C1\NC(=O)N(Cc2ccc(Cl)cc2)C1=O
  A: -0.1; B: -5.8; C: -1.1; D: -3.4

(64) O=C(CN1C(=O)NC2(CCCCC2)C1=O)Nc1ccc(Cl)cc1C(F)(F)F
  A: -0.1; B: 7.3; C: -0.3; D: -1.2

(65) C#CCOc1ccc2c(c1)c(C(=O)OCC)c(C)n2-c1ccc(N(C)C)cc1
  A: -0.3; B: -6.0; C: 0.2; D: -2.6

(66) CC1=Nc2ccccc2Oc2cc(C(F)(F)F)cnc21
  A: -0.1; B: -2.4; C: -0.2; D: 0.4

(67) CCOc1ccc2cc(-c3csc(Nc4ccccc4F)n3)c(=O)oc2c1
  A: -0.1; B: -4.6; C: 0.4; D: -12.1

(68) COc1cc(C(=O)NCc2nc(-c3cccnc3)n[nH]2)cc(OC)c1OC
  A: -0.3; B: -9.9; C: 0.4; D: 1.4

(69) Nc1ncc(-c2ccoc2)nc1NCCCO
  A: 0.6; B: -4.4; C: 0.2; D: 18.9

(70) O=C(Nc1ccc2nn(-c3cccc(Cl)c3)nc2c1)c1ccc2ccccc2c1
  A: -0.2; B: -4.6; C: -1.2; D: 4.7

(71) Cc1cc(C(=O)OCC(N)=O)ccc1[N+](=O)[O-]
  A: 0.1; B: 6.6; C: -0.1; D: 15.0

(72) Cc1cccc(N2CCN(C(=O)Cn3ncc4c(=O)oc5ccccc5c43)CC2)c1C
  A: 0.6; B: 63.0*; C: -0.4; D: 17.7

(73) Cc1ccc(Nc2nc(CSc3nnnn3C)cs2)cc1
  A: -0.2; B: -42.4; C: 0.3; D: 0.8

(74) CCOc1cccc(NC(=O)/C(C#N)=C\c2ccc(O)c(OC)c2)c1
  A: 0.1; B: 10.7; C: -0.7; D: 1.1

(75) O=C(NNC(=O)c1ccco1)c1cccc([N+](=O)[O-])c1
  A: -0.1; B: -3.7; C: -1.1; D: 4.3

(76) CCCn1c(N2CCN(Cc3c(F)cccc3Cl)CC2)nc2c1c(=O)[nH]c(=O)n2C
  A: -0.1; B: 1.8; C: 3.1; D: 8.8

(77) O=C(NCc1ccccc1Cl)c1ccc(N2CC3CC(C2)c2cccc(=O)n2C3)c(NS(=O)(=O)c2ccc(F)cc2)c1 (stereo not given)
  A: -0.2; B: -12.9; C: -1.1; D: 5.9

(78) CC(C)(CO)NC(=O)CC1C(=O)NCCN1Cc1ccc(F)cc1Cl (stereo not given)
  A: 0.0; B: -8.3; C: -0.8; D: 5.5

(79) COc1ccc(C(=O)Nc2ccc(NC(=O)C34CC5CC(CC(C5)C3)C4)cc2)cc1
  A: -0.2; B: -6.2; C: 0.0; D: -6.5

(80) N/C(=N\N=C\c1ccc(O)c(O)c1)c1nonc1N
  A: -0.1; B: -74.3; C: -8.0; D: -28.9

High-throughput results as filed in PubChem BioAssay.
